Screening results: PubChem BioAssay, several laboratories
Tn7 DDE FP – inhibitors of Tn7 peptide binding to human fibrin DD(E); P02675; FP displacement of FITC-Tn7 peptide from fibrin DD(E); 0% = median of compound wells per plate; inhibition, % at 8.3 µM; 370,000 compounds, 0.13% hits;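 active = inhibition above the mean of compounds falling within the control limits plus 3 SD of them, cut at about 14% in these data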;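 note: 0% = plate median of compound wells and 100% = 10 µM Aha-Tn7 peptide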
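Test system: human clot-derived fibrin DD(E) complex / Quantity: 2 µM final DD(E) protein / Incubation: 10 min plus 3 h, room temperature / Measured by: fluorescence polarization / Benchmarks: high control of 10 µM Aha-Tn7 peptide / Replicates: singlicate testing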
DDE Tn6 FP inh – inhibitors of Tn6 peptide binding to human fibrin DD(E); P02675; Fibrin DD(E) TRITC-Tn6 fluorescence polarization displacement; inhibition, % at 8.3 µM; 370,000 compounds, 0.21% hits;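 active = inhibition above a per-campaign cutoff: mean of compounds within control limits plus 3 SD, cut at about 15% in these data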;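 note: 0% = median of all compound wells on the plate and 100% = blocking peptide control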
UHRF1 MBD2 ctr – human UHRF1 methylated DNA binding inhibitors | UHRF1 binding to methylated oligo, TR-FRET | Q96T88 | 370,000 compounds, 0.75% hits | inhibition, % at 4.4 µM; in the data active = inhibition above about 21%;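 note: UHRF1 SRA domain binding a hemimethylated CpG hairpin DNA probe; 0% = median of test compound wells and 100% = reference inhibitor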
ARFGAP1 inh – inhibits rat ARF GTPase activating protein 1. 360,000 compounds, 0.26% hits. Arfgap1-stimulated ARF1 GTP hydrolysis, GDP FP detection. inhibition, % at 16.5 µM. AID 651572;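 active = inhibition above a per-plate limit, mean inhibition of low control wells plus 3 SD, cut at about 25% in these data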;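 note: 0% = DMSO wells with enzyme and 100% = wells lacking Arfgap1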
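Material – truncated rat Arfgap1 GAP domain · Buffer or medium – HEPES-based buffer, pH 7.5 · Reagent – human ARF1(Δ1-17)-GTP substrate · Dosing – 16.5 µM single point, 1.26% DMSO · Schedule – GTP hydrolysis reaction 2 h at 25 °C · Technique – GDP detection by fluorescence polarization · Benchmarks – No-Arfgap1 wells (100%) versus DMSO full-reaction wells (0%) · Repeats – single replicate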
PLCg1 inh – blocks human PLC-gamma1 enzyme activity; P19174; purified PLC-gamma1, fluorogenic substrate, fluorescence; inhibition, % at 12.2 µM; 370,000 compounds, 0.84% hits; AID 720700; in the data active = inhibition above about 9.5%
Target sequence (P19174 whole entry, looked up): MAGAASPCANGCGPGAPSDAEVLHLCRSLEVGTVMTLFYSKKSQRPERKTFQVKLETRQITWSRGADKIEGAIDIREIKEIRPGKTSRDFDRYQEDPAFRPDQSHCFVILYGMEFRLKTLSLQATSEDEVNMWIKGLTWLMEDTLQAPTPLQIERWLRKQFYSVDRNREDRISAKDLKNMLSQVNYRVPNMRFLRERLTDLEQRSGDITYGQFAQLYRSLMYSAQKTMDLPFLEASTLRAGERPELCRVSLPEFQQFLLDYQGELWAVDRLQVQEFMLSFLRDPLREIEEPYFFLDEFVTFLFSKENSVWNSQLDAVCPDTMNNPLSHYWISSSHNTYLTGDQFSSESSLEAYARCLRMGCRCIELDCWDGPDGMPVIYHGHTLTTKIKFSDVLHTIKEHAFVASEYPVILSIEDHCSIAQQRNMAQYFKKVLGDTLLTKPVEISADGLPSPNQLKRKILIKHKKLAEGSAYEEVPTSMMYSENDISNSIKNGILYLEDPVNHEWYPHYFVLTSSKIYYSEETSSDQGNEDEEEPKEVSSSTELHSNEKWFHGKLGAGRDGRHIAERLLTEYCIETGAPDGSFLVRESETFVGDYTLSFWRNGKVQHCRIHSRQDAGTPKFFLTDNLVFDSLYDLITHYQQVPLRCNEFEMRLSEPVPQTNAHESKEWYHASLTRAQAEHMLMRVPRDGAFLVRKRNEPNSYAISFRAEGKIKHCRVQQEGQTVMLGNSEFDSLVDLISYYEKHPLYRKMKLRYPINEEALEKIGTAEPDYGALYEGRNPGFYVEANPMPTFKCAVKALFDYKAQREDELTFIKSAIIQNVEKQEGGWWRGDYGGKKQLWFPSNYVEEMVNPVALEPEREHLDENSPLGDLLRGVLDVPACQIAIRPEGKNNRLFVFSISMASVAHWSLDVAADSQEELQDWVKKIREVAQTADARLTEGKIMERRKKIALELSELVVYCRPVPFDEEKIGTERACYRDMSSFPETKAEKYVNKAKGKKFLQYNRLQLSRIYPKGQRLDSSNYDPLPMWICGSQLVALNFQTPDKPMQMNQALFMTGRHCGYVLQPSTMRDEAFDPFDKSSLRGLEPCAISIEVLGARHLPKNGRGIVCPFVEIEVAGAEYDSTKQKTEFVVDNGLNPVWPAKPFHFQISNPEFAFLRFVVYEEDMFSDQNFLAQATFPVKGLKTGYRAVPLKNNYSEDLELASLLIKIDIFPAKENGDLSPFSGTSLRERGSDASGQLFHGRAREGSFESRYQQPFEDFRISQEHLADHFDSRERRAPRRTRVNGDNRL
ASAP1 inh – inhibitors of human ASAP1 ArfGAP activity | ASAP1-stimulated ARF1 GTP hydrolysis, GDP FP detection | inhibition, % at 16.5 µM | 360,000 compounds, 0.19% hits | AID 624377; in the data active = inhibition above about 25%;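 note: 0% = vehicle with enzyme and substrate and 100% = no enzyme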
sPLA2-III inh – Inhibits HGIII-sPLA2 liposome hydrolysis, primary screen. Q9NZ20. QFRET BODIPY PC-A2 liposome hydrolysis, fluorescence. inhibition, % at 12.2 µM. 370,000 compounds, 0.56% hits. AID 743126;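 active = inhibition above mean plus 3 SD of compounds lying within the high and low control bounds, cut at about 19% in these data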;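 note: 0% = median of test compound wells and 100% = no enzyme DMSO wells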
PLC-beta3 inh – inhibitors of human phospholipase C beta3 | Q01970 | Purified PLC-beta3, fluorogenic substrate, fluorescence | inhibition, % at 12.2 µM | AID 720704 | 370,000 compounds, 0.18% hits; in the data active = inhibition above about 11%;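 note: 0% = median of compound wells on plate and 100% = full blocker control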
proKLK7 act – activates the human kallikrein-7 zymogen; purified proKLK7, EDANS-DABCYL substrate fluorescence; 100% is mature enzyme control, 0% vehicle; 370,000 compounds, 0.9% hits; P49862; activation, % at 7 µM;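 active = activation above the mean of all tested compounds plus 3 SD, computed per campaign excluding outliers beyond control limits, cut at about 13% in these data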
Rev-erbA mod – modulators of human Rev-erb alpha DNA binding. Rev-erbα–FITC-DNA binding, fluorescence polarization, 90 min. P20393. 370,000 compounds, 0.79% hits. activity, % at 10 µM;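 active = activity above about 14%, limit read from the data; passing the limit was not always enough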;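 note: 0% = DMSO wells with 35 nM protein and 100% = DMSO wells with 750 nM protein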
Numbers without * were called inactive; i = inactive; · = no result given.

SMILES	Tn7 DDE FP	DDE Tn6 FP inh	UHRF1 MBD2 ctr	ARFGAP1 inh	PLCg1 inh	ASAP1 inh	sPLA2-III inh	PLC-beta3 inh	proKLK7 act	Rev-erbA mod
COc1ccc(C)cc1NC(=S)NN1CCN(C)CC1	1	-4	1	7	-1	6	5	-2	0.2	3
CC(C)[C@H](NC(=O)c1ccccc1)C(=O)OCC(=O)c1ccc2c(c1)NC(=O)CO2	-2	-5	-1	-9	-1	5	-13	1	-0.1	-1
Cc1c(C(N)=O)sc2ncn(CC(=O)OC(C)C)c(=O)c12	1	1	20	14	4	-2	-4	3	0.6	-2
COc1ccccc1Nc1nc(N)nc(CN2CCN(c3ccccc3F)CC2)n1	-8	-1	0	10	-1	-2	-4	-2	-0.2	-7
CC(=O)Nc1ccc(C(=O)NNC(=O)c2cccc(C)c2)cc1	6	-4	2	1	-4	5	13	-5	-0.6	-2
Cc1csc(C(=O)O)c1NC(=O)c1cccc([N+](=O)[O-])c1	-2	1	1	-7	-4	-10	-1	-2	-0.5	-3
COc1ccc(S[C@]2(C(=O)N3CCCC3)CC(=O)N(P(=O)(OC)OC)[C@@H]2c2ccc(OC)cc2)cc1	0	-2	1	·	5	·	5	0	0.8	3
COc1ccccc1C#Cc1ccc2c(=O)c3ccccc3n(C)c2c1	1	-2	0	11	-33	10	3	-64	-8.8	1
COc1ccc(C(O)(CCC(C)C)C(CN2CCOCC2)c2ccc(Cl)cc2)cc1 (configuration not stated)	4	11	-2	3	3	-5	-10	0	0.2	0
Cc1ccc(OCc2ccc(C#N)cc2)c(C(=O)c2cc(C#N)c(=O)n(C3CC3)c2)c1	4	-1	-1	-6	2	10	2	2	-0.3	-7
CCNC(=S)N(CCc1c(C)[nH]c2ccc(OC)cc12)Cc1cccnc1	-5	-3	1	11	-102	3	9	-118	1.6	2
O=C(NCCN1C(=O)C2C3C=CC(C3)C2C1=O)Nc1ccccc1O (configuration not stated)	4	2	0	-14	-1	-17	9	-1	-0.5	-4
CCN(c1ccccc1)S(=O)(=O)c1cc(C(=O)Oc2ccc3c(C)cc(=O)oc3c2)ccc1C	-4	-7	-4	0	i	-17	-2	i	-5.7	-13
COc1ccc(Cl)cc1NC(=O)CN1CCN(C(=O)N2CCOCC2)CC1	2	-1	2	15	2	13	3	-6	-0.4	0
COc1cc(OC)cc(-c2c(Sc3ccccc3)c3cc(-c4ccc(SC)cc4)ccc3n2C)c1	1	-1	-1	3	-1	5	15	-6	-0.2	29*
COc1ccc(CCNc2nc3c(c(=O)n(C)c(=O)n3C)n2C)cc1OC	2	1	4	3	-1	0	3	-2	0.1	-5
COc1ccc(C(=O)NC(C)c2nnc(SCC(=O)NC3CCCCC3)n2C)cc1 (configuration not stated)	-3	-3	-2	0	2	-5	0	-4	-0.1	-1
Cc1ccccc1NCCC(=O)Nc1ccc(F)cc1	2	5	-3	8	0	-3	7	3	0.2	0
CC(=O)NCCOc1ccc(C(=O)O)cc1	7	-2	-3	-11	0	10	3	2	0.2	-1
Cn1ccnc1SCC(=O)c1c[nH]c2ccccc12	-4	-9	1	7	-2	-16	-9	-4	0.5	0
Cc1cc(Cl)ccc1OCC(=O)Nc1ccncc1	0	2	3	-2	-1	0	3	-3	-0.3	0
O=C(COc1ccc(Br)cc1Br)NC1CCS(=O)(=O)C1 (configuration not stated)	0	-6	-5	-8	3	0	3	-8	-0.5	4
C#CCNC(=O)C[C@H]1C[C@@]2(C(=O)OC)C(=C[C@H](C(C)(C)C)O[C@@H]2C)N(Cc2ccc(Cl)cc2Cl)C1=O	-4	-10	2	·	1	·	-2	1	0.1	-2
Cc1cccc(Cc2cccc(C)c2O)c1O	7	1	0	5	-2	-9	-81	2	0.1	-8
CCCc1cc(=O)oc2c(CNc3ccc(OCC)cc3)c(O)ccc12	-3	3	-5	-14	-428	-13	0	i	-15	4
COc1ccc(CNC(=O)C(=O)NCCC2CCCCN2S(=O)(=O)c2ccccc2)cc1 (configuration not stated)	1	0	0	8	3	-14	-2	-3	0.9	1
COc1ccc(-c2nn(-c3ccccc3)cc2C(=O)N(C)C)cc1	-9	3	3	5	1	8	0	-5	0.7	-6
CCCCn1c(N)c(N(Cc2ccccc2OC)C(=O)C(C)C)c(=O)[nH]c1=O	-3	3	1	-9	7	-10	-2	0	0.1	-1
COc1ccccc1NC(=O)COC(=O)Cn1c(C)csc1=O	-7	5	-1	10	5	-3	7	1	-0.2	-6
O=C1CC[C@H](OCc2ccccc2)CCN1[C@H](CSc1ccccc1)Cc1ccccc1	6	7	-1	-2	0	-4	-29	-2	0.1	-2
CCOC(=O)C1CCN(C(=O)CCCN2C(=O)c3ccccc3C2=O)CC1	-2	1	-2	-3	1	3	2	-9	-0.3	1
C=CC[C@H](CC(=O)NCCO)C(=O)N[C@H](COC(=O)[C@@H](CC=C)CC(=O)OC(C)(C)C)Cc1ccccc1	5	-1	-2	7	5	2	1	3	0.6	-2
CC1(C)Cc2nc(Cl)c(C(=O)O)cc2CO1	3	5	0	9	-1	-5	3	3	-0.1	4
COc1ccc(S(=O)(=O)N2CCCCC2)cc1NC(=O)CCOc1cc(C)ccc1C	-4	-6	-2	-3	6	-2	-1	-2	0.6	1
C=CCOc1ccc(-c2nc3c(c(=O)[nH]c(=O)n3Cc3ccccc3)n2CCCOC)cc1	-4	-5	6	-14	-4	3	-4	-5	0.0	-21
CC(C)CCNc1c(-c2cccs2)nc2ccccn12	7	-4	0	-10	i	10	11	i	144*	-8
CCOC(=O)c1c(C(=O)OCC)c(C)n(CCc2ccccc2)c1C	9	-6	-1	8	2	1	6	-2	-0.2	0
CC1(C(=O)NCc2ccccc2)CSCC(=O)N1CCc1c[nH]c2ccccc12 (configuration not stated)	-2	3	-1	2	2	13	-36	2	0.0	1
CN1CCN(C(=O)/C(=C/c2ccccc2F)NC(=O)c2ccccc2)CC1	-3	-3	-1	9	4	-5	10	-1	-0.2	0
COc1ccc(-c2c(S(=O)(=O)c3ccccc3)cnn2-c2ccccc2)cc1	-4	-1	-1	9	0	15	-9	2	1.1	1
Cc1cc(C)c(NC(=O)CNC(=O)COC(=O)C2CCN(c3ccc(C(F)(F)F)cn3)CC2)c(C)c1	2	8	3	-14	-2	-11	7	-10	-0.4	2
CC1(C(=O)OCC(=O)NCCNC(=O)COC(=O)C2(C)CC2(Cl)Cl)CC1(Cl)Cl (configuration not stated)	6	10	0	5	-2	-3	2	-5	-0.6	2
Cc1ccc2c(c1)/C(=N/N1C(=O)c3ccccc3C1=O)C(=O)N2	-2	0	-8	11	9	-2	6	4	-0.5	5
N#C/C(=C\c1ccc(-c2ccc(F)cc2)o1)C(=O)Nc1nc(-c2cccs2)cs1	-6	0	1	4	-7	5	-6	-11	-0.2	-2
COc1ccccc1C(=O)Nc1onc(C)c1C#N	-1	-3	-2	-9	4	3	4	5	-0.3	-2
CSc1ncccc1C(=O)Nc1cccc(C)n1	3	11	-1	-2	-3	-14	-1	-7	0.4	-3
COC(=O)c1ccc(Cl)c(NC(=O)CSc2ncn[nH]2)c1	-2	-6	2	0	6	0	-16	5	0.5	1
CC(C)c1cccc(C(C)C)c1NC(=O)CCN1C(=O)NC2(CCCC2)C1=O	-3	-1	-1	7	1	-8	0	-4	0.6	-2
O=C(NC1CC1)c1sc2cc(F)ccc2c1Cl	1	1	-1	-16	-1	-12	-1	-5	0.0	0
Cc1oc2c(c1C(=O)NC(Cc1c[nH]c3ccccc13)C(=O)O)CCCC2 (configuration not stated)	1	-2	1	-6	-5	-9	-42	-14	0.1	-5
COc1ccc(OCC(=O)N2CCN(C(=O)COc3ccccc3)CC2)cc1	1	-6	1	11	2	-7	4	2	0.0	-1
Cc1ccc(-c2cc(C(=O)Nc3ccc(S(=O)(=O)Nc4ncccn4)cc3)c3ccccc3n2)cc1	-2	0	5	1	-4	2	6	-5	0.1	1
COc1ccc(C(=O)c2c[nH]c(C(=O)NCc3cccnc3)c2)cc1	1	-6	1	-7	0	5	-2	-2	1.2	1
CCNC(=O)C(=O)NCC1OCCCN1S(=O)(=O)c1cccs1 (configuration not stated)	2	-1	-4	-15	1	4	-4	2	0.5	2
COc1cc(C(=O)NCCOc2cccc3cccnc23)cc(OC)c1OC	-3	-3	0	1	-33	-6	0	-63	0.2	4
C=CCN1C(=O)C(CC(=O)Nc2ccccc2)SC1=Nc1c(C)n(C)n(-c2ccccc2)c1=O (configuration not stated)	4	10	-1	-9	-1	6	-4	-96	0.3	-3
C[C@]12CCC(=O)C=C1[C@H](O)C[C@@H]1[C@@H]2[C@@H](O)C[C@@]2(C)[C@H]1CC[C@]2(O)C(=O)CO	-2	-2	-2	19	-2	-9	-6	-1	0.9	-9
COc1ccc(Cl)cc1NCC(=O)Nc1ccc(OC)c(S(=O)(=O)N2CCCCC2)c1	0	6	0	-9	-1	0	-7	-12	0.6	-4
COc1ccc(-c2[nH]c(-c3ccc(C)cc3)nc2SCC(=O)Nc2nccs2)cc1	1	-7	0	8	1	-5	1	5	-0.6	5
CSc1cccc(NCc2ccc([N+](=O)[O-])cc2)c1	1	2	0	2	0	10	1	4	-1.0	2
Cn1nc(C(C)(C)C)cc1C(=O)Sc1cccc(Br)c1	-3	-7	2	6	4	-7	11	-3	0.5	3
CC(C)C(c1nnnn1Cc1ccc(F)cc1)N1CCN(c2ccc(O)cc2)CC1 (configuration not stated)	2	0	1	2	-2	2	-3	-6	-0.2	3
COc1cc(S(=O)(=O)N2CCOCC2)ccc1NC(=O)COc1ccc(N(C)S(=O)(=O)c2ccc(C)cc2)cc1	-8	-3	-3	1	2	12	-9	0	0.0	0

proKLK7 act, what is marked active above
SMILES	Tn7 DDE FP	DDE Tn6 FP inh	UHRF1 MBD2 ctr	ARFGAP1 inh	PLCg1 inh	ASAP1 inh	sPLA2-III inh	PLC-beta3 inh	proKLK7 act	Rev-erbA mod
CC(C)CCNc1c(-c2cccs2)nc2ccccn12	7	-4	0	-10	i	10	11	i	144*	-8

In the list so far, these contain bromine:
SMILES	Tn7 DDE FP	DDE Tn6 FP inh	UHRF1 MBD2 ctr	ARFGAP1 inh	PLCg1 inh	ASAP1 inh	sPLA2-III inh	PLC-beta3 inh	proKLK7 act	Rev-erbA mod
O=C(COc1ccc(Br)cc1Br)NC1CCS(=O)(=O)C1 (configuration not stated)	0	-6	-5	-8	3	0	3	-8	-0.5	4
Cn1nc(C(C)(C)C)cc1C(=O)Sc1cccc(Br)c1	-3	-7	2	6	4	-7	11	-3	0.5	3
